Assay outcomes from PubChem.
SMN2 splice enh: enhancers of SMN2 splice variant expression; HEK293 SMN2-luciferase splicing reporter, luminescence, 30-36 h; Potency, µM (highest dose often 46.1 µM), inactives show at the top dose activity change, positive = activation, usual class: activators; 210,000 tested, 2.8% active; further: % of control where 0% means no effect; nearly all actives have a fitted effect of over 55% in size
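qHTS luciferase splicing reporter: luminescence rises when SMN2 exon 7 is included in transfected HEK293 cells. Compound exposure lasted 30-36 h at 37C, with 4.5 mM final sodium butyrate as control, followed by a ONE-Glo read.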
HTT cytoprotect: protects HTT-Q103 PC12 cells, measured by ATP | PC12 HTT-Q103 induced, cytoprotection, ATP luminescence, 40 h | Potency, µM (titrated, usually from 56.4 µM), for inactives: cytoprotection (ATP increase), hits mostly activators | 230,000 tested, 0.14% active | AID 1471;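 further: % of control where 0% means no effect; nearly all actives have a fitted effect of over 45% in size; toxic huntingtin expression switched on by the ecdysone agonist tebufenozide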
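Quantitative HTS on tebufenozide-induced (100 nM) PC12 cells expressing HTTQ103 exon 1–GFP; compounds tested as a concentration series; survival measured via cellular ATP.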
Tau ThT inhib: blocks human tau fibril formation measured by thioflavin T; AID 1460; Potency, µM (top dose mostly 57.4 µM), without a hit: at the top dose activity, negative = inhibition, hits mostly inhibitors; recombinant tau K18 P301L, heparin-induced fibrillization, ThT fluorescence; P10636; 270,000 tested, 2.1% active; further: on the % scale 0 is the no-effect control and ±100 the full control effect; nearly all actives have a fitted effect of over 55% in size
Target sequence (P10636 561-689 P618L limits assumed): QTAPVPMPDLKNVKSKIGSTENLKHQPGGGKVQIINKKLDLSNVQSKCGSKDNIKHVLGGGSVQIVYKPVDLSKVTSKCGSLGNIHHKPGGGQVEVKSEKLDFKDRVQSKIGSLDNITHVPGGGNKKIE
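K18 P301L tau (15 uM + 0.24 uM Alexa 594-tagged), heparin 20 uM, NaOAc pH 7, 6 h 37 C; ThT 30 uM, 1 h RT, ex 450/em 510 nm.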
Tau fluor cs: counter-screen for tau fibril formation inhibitors. AID 1463. tau K18 P301L (four-repeat tau fragment) Alexa594 fluorescence, heparin fibrillization. Potency, µM (series often up to 57.7 µM), without a hit: at the highest dose activity change, negative = decrease. 280,000 tested, 0.93% active; further: on the % scale 0 is the no-effect control and ±100 the full control effect; nearly all actives have a fitted effect of over 55% in size
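Human K18 P301L tau (15 uM unlabeled plus 0.24 uM Alexa 594-labeled, final) in 100 mM sodium acetate pH 7 was mixed with compound and 20 uM heparin and incubated 6 hr at 37 C.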
ALDH1A1 block: inhibitors of human aldehyde dehydrogenase 1A1; P00352; Purified ALDH1A1, NADH fluorescence, propionaldehyde substrate; Potency, µM (series often up to 75.3 µM), without a hit: top-dose activity, negative = inhibition, most hits filed as inhibitors; 220,000 tested, 7.3% active; active means well fitted inhibition curve with a large enough effect, not every such curve was filed as active; inconclusive means small, poorly fitted or top-dose-only effect, or another doubt; inactive means no such curve, though single readings can be large or run the other way;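 further: plate controls were no enzyme wells and a reference inhibitor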
Target sequence (P00352 whole entry, looked up): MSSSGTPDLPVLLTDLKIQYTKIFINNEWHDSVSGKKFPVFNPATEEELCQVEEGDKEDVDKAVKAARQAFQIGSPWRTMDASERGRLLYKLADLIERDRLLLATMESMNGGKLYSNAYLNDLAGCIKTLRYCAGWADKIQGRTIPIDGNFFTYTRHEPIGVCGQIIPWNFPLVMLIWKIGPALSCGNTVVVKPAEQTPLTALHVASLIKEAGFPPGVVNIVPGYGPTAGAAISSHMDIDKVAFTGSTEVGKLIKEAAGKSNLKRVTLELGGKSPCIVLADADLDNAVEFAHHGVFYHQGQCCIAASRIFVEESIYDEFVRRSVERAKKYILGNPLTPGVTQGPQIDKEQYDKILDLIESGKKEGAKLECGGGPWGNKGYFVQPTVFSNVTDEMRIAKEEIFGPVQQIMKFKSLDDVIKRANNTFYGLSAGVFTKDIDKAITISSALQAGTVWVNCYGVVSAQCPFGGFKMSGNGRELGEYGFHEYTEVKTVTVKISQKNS
HttQ103 aggreg: inhibitors of mutant huntingtin aggregate formation in PC12 cells | PC12 HttQ103-GFP aggregates, Acumen cytometry, 40 h | Potency, µM (titrated, usually from 46.1 µM), for inactives: at the top dose activity change, negative = inhibition, actives largely listed as inhibitors | AID 1688 | 220,000 tested, 1.1% active; further: on the % scale 0 is the no-effect control and ±100 the full control effect; nearly all actives have a fitted effect of over 60% in size
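PC12 cells stably carrying ecdysone-inducible HTT exon 1 Q103–GFP were induced with tebufenozide (100 nM final) and treated with library compounds in titration. GFP aggregates in lysates were counted by laser scanning cytometry.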
Tau fibril FP: blocks human tau fibril formation measured by polarization; AID 1468; Potency, µM (top dose mostly 57.7 µM), without a hit: top-dose activity, negative = inhibition, actives largely listed as inhibitors; 280,000 tested, 0.39% active; K18 P301L tau heparin fibrillization, Alexa594 FP, 6 h; P10636; further: on the % scale 0 is the no-effect control and ±100 the full control effect; nearly all actives have a fitted effect of over 55% in size
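K18 P301L tau (15 uM unlabeled/0.24 uM Alexa 594-labeled, final) + compound + heparin 20 uM final; 100 mM NaOAc pH 7; 6 hr 37 C; ThT 30 uM final added, 1 hr RT; FP ex 555/em 632 nm.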
JMJD2E inh: inhibitors of human JMJD2E histone demethylase. AID 2147. JMJD2E catalytic domain, FDH-coupled NADH fluorescence (FDH is formaldehyde dehydrogenase). Potency, µM (top dose mostly 57.1 µM), for inactives: at the top dose activity change, negative = inhibition, usual class: inhibitors. B2RXH2. 230,000 tested, 1.6% active; active means well fitted inhibition curve with a large enough effect, not every such curve was filed as active; inconclusive means small, poorly fitted or top-dose-only effect, or another doubt; inactive means no such curve, though single readings can be large or run the other way;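 further: 0% = wells with enzyme and -100% = buffer wells without enzyme; nearly all actives have a fitted effect of over 50% in size; many of its hits are not listed in these tables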
Target sequence (B2RXH2 1-337 limits assumed): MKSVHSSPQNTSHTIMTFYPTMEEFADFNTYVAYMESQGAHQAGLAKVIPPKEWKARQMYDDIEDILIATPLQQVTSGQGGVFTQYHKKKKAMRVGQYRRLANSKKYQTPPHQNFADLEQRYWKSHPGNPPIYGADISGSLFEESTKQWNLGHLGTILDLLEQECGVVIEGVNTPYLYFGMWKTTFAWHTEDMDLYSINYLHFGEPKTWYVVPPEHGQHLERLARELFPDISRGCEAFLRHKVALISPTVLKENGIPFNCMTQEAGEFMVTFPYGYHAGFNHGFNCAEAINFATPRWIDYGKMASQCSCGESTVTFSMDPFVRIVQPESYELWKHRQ
Active calls of the source: *; ? = inconclusive; · = no result given; [ ] = another dose, or the depositor's remark. Unless noted, the call rests on the fitted dose curve; in most records, active means well fitted curve in the direction sought with a large enough effect; inconclusive means small, poorly fitted or top-dose-only effect, or another doubt; inactive means no such curve, though single readings can be large; an effect the other way counts as inactive or inconclusive. Potency means the concentration at half of the fitted maximal effect.

SMILES	HTT cytoprotect	ALDH1A1 block	Tau ThT inhib	SMN2 splice enh	HttQ103 aggreg	JMJD2E inh	Tau fibril FP	Tau fluor cs
C[C@H]1OC(OC2C(O)[C@@H](O)C(OC3C(O)[C@@H](O)C(O)O[C@@H]3CO)O[C@@H]2CO)[C@H](O)C(O)C1N[C@H]1C=C(CO)[C@@H](O)[C@H](O)C1O (stereo not given in full)	25%	9%	-3%	·	-8%	·	1%	-2%
CCC(=O)Nc1sc2c(c1C(N)=O)CCC2	14%[10 µM]	-17%	-4%	-11%	-28%	?	8%	1%
Cc1cc2nnc(SCC(=O)NCc3cccs3)n2c(N)n1	-2%[10 µM]	-9%	9%	7%	-7%	5%	-4%	12%
Cc1ccc(C(=O)O)cc1NC(=O)c1cccs1	10%[10 µM]	-1%	-3%	9%	-8%	-4%	7%	-4%
Cn1cc(Br)c(C(=O)Nc2c(F)c(F)c(F)c(F)c2F)n1	7%[10 µM]	0%	-1%	-11%	5%	6%	0%	6%
Cc1ccc(-n2c(C)nc3oc4ccccc4c(=O)c3c2=O)cc1	-8%	28µM*	-5%	?	0%	1%	-3%	-4%
CN(CC(=O)NC(=O)NCc1ccccc1)Cc1ccc(Cl)cc1	19%[10 µM]	1%	-12%	16%	-9%	?	-7%	-18%
Cc1nc2cc(NC(=O)CCS(=O)(=O)c3ccccc3)ccc2s1	-14%[10 µM]	-3%	-3%	10µM*	1%	1%	-6%	-5%
O=C(Nc1ccc(N2CCCC2)cc1)c1cccc(F)c1	-45%[inhibitor][10 µM]	-80%	13µM*	0.63µM*	-4%	-7%	?	?
COc1cccc(NC(=O)c2csc3c2CCCC3)c1	-65%[inhibitor]	-15%	-14%	14µM*	-3%[9.22 µM]	-10%	-15%	-29%
CN(Cc1ccccc1)S(=O)(=O)c1ccc(NC(=O)c2cc(=O)c3ccccc3o2)cc1	·	·	4%	-7%	·	·	?	?
CCSc1nc(N2CCCCC2)c2c(c1C#N)CCCC2	-46%[inhibitor]	?	-9%	-7%	?	5%	-1%	-8%
COC(=O)c1ccc(/C=C2/SC(=S)N(CCCC(=O)Nc3ccccn3)C2=O)cc1	11%[0.074 µM]	?	?	-9%	?	13%	-6%	-11%
CC(C)(C)N(Cc1ccccc1)C(=O)COC(=O)Cn1cnc2ccccc2c1=O	-9%[10 µM]	6%	-5%	-2%	3%	4%	6%	-6%
O=C(Cn1nc(-c2ccccc2)c2ccccc2c1=O)NN1CCOCC1	-3%[10 µM]	·	·	·	-28%[9.22 µM]	-3%	14%	-4%
CC(C)NC(=S)N1CCN(C(c2ccccc2)c2ccccc2)CC1	14%[10 µM]	10µM*	1%	·	8%	4%	1%	-18%
CS(=O)(=O)N(CC(=O)NCCSC1CCCCC1)c1ccc2c(c1)OCO2	-16%	?	-2%	5%	8%	-4%	-1%	1%
CCOC(=O)c1cnn(-c2cc(C)cc(C)c2)c1N	-41%	-2%	1%	7%	3%	2%	4%	1%
O=C(Oc1cc(-c2ccccc2)no1)c1cccc(C(F)(F)F)c1	-8%	7.9µM*	-12%	8%	2%	2%	-4%	-16%
CCOc1ccc(-n2c(=O)c3c4c(sc3n(CC(=O)NCC3CCCO3)c2=O)CCCC4)cc1 (stereo not given)	-48%[inhibitor]	1%	8%	-15%	-2%	6%	0%	2%
CCOC(=O)c1sc(NC(=O)CSc2nc(-c3ccco3)cc(C(F)(F)F)n2)c(C#N)c1C	-12%[10 µM]	?	-10%	0%	-11%	-24%	-4%	-15%
Cc1nc(NC2=NCN(C3CCCCC3C)CN2)nc2ccccc12 (stereo not given)	-5%[10 µM]	18%	-3%	-9%	0%	-2%	-3%	-1%
COc1ccc(-c2noc(CSc3nnc(-c4ccc(Cl)cc4)n3C)n2)cc1OC	·	·	?	4%	·	·	5%	-17%
Cc1ccc(C(=O)Nc2ccccc2NC(=O)c2ccc(C)o2)o1	0%	-1%	-16%	-19%	15%	6%	3%	-2%
CC(C)[C@@H](CC(=O)N[C@@H]1CCCC[C@H]1C(=O)N[C@H](CC(=O)N[C@@H](CCC(=O)O)CC(=O)O)Cc1ccccc1)NC(=O)C[C@H](Cc1ccccc1)NC(=O)[C@@H]1CNCC[C@H]1N	-11%[1.9 µM]	16%	-3%	-15%	·	-5%	-2%	-5%
COc1ccc2cc(C3CC(c4ccco4)=NN3S(C)(=O)=O)c(Cl)nc2c1 (stereo not given)	33%[10 µM]	·	?	·	-2%[9.22 µM]	-21%	1%	-21%
CCOC(=O)c1c(-c2ccc(C)cc2)csc1/N=C/N(C)C	-32%[inhibitor]	0%	?	-18%	-7%	-1%	-2%	-20%
O=C(CSCc1c(F)cccc1Cl)NCc1ccco1	4%[10 µM]	?	-14%	15%	-2%	-3%	?	-7%
Cc1ccc(NC(=O)Nc2ccc3c(c2)nc(C)n3C)cc1	-21%[10 µM]	9%	0%	·	20%[9.22 µM]	-1%	6%	-10%
Cn1c(=O)[nH]c(=O)c2c1nc(NCCCn1ccnc1)n2Cc1cccc(Br)c1	18%[10 µM]	6%	-10%	?	?	11%	3%	-4%
Clc1cccc(Cl)c1CSc1nnc(-c2ccncc2)s1	12%[10 µM]	?	-5%	·	27%[9.22 µM]	4%	1%	-6%
O=C(CSc1nccn1-c1cccc(Cl)c1)NC1CCCC1	1%	-7%	2%	-19%	-16%	-6%	6%	0%
O=C(c1cc2cc(Cl)ccc2oc1=O)N1CCOCC1	-1%	2%	-4%	11%	12%	?	-5%	-1%
NC(=O)c1ccccc1OCCOCCOCCOc1ccccc1C(N)=O	-5%	-15%	-5%	27%	-3%	2%	-5%	0%
O=C(Nc1cccc(NC(=O)c2sc3ccccc3c2Cl)c1)c1ccco1	19%[10 µM]	-11%	?	21%	-21%	2%	?	?
COc1ccc(OC)c(/C=C/C(=O)OCC(=O)c2c(N)n(C)c(=O)n(C)c2=O)c1	-17%	?	12%	10%	10%	?	-2%	4%
Cc1nn(-c2ccccc2)c(N2CCCC2)c1/C=N/NC(=O)C1CC1	-44%	2%	-13%	16%	-17%	-2%	5%	-15%
Cc1cccc(-c2nsc(SCC(=O)Nc3cc(C)on3)n2)c1	-16%	?	-9%	-7%	-6%	1%	-12%	-6%
CC(C)C(=O)OC/C(O)=C(\C#N)c1nc2ccccc2[nH]1	0%	0%	?	11%	-20%	-18%	-18%	-27%
C/C(N)=C(/C#N)C(=O)CSc1nc2ccccc2c(=O)n1-c1ccccc1C	3%[10 µM]	28µM*	12%	-57%[inhibitor]	-15%	15%	-3%	-21%

Part of the list above, with two lines to a compound.
Results follow in this order: HTT cytoprotect | ALDH1A1 block | Tau ThT inhib | SMN2 splice enh | HttQ103 aggreg | JMJD2E inh | Tau fibril FP | Tau fluor cs
- CCC(=O)Nc1sc2c(c1C(N)=O)CCC2
    14%[10 µM] | -17% | -4% | -11% | -28% | ? | 8% | 1%
- Cc1cc2nnc(SCC(=O)NCc3cccs3)n2c(N)n1
    -2%[10 µM] | -9% | 9% | 7% | -7% | 5% | -4% | 12%
- Cc1ccc(C(=O)O)cc1NC(=O)c1cccs1
    10%[10 µM] | -1% | -3% | 9% | -8% | -4% | 7% | -4%
- Cn1cc(Br)c(C(=O)Nc2c(F)c(F)c(F)c(F)c2F)n1
    7%[10 µM] | 0% | -1% | -11% | 5% | 6% | 0% | 6%
- Cc1ccc(-n2c(C)nc3oc4ccccc4c(=O)c3c2=O)cc1
    -8% | 28µM* | -5% | ? | 0% | 1% | -3% | -4%
- CN(CC(=O)NC(=O)NCc1ccccc1)Cc1ccc(Cl)cc1
    19%[10 µM] | 1% | -12% | 16% | -9% | ? | -7% | -18%

Following part:
SMILES	HTT cytoprotect	ALDH1A1 block	Tau ThT inhib	SMN2 splice enh	HttQ103 aggreg	JMJD2E inh	Tau fibril FP	Tau fluor cs
Cc1cc(=O)oc2cc(OCC#N)ccc12	-6%[10 µM]	?	-3%	-34%[inhibitor]	-21%	?	-4%	2%
COC(=O)c1ccccc1S(=O)(=O)N(Cc1ccco1)Cc1cc2cc(OC)ccc2[nH]c1=O	-28%[10 µM]	?	-13%	8%	18%	?	4%	-12%
COc1ccc(-c2c(C(F)(F)F)nn(C)c2NC(=O)c2ccco2)cc1	-8%[10 µM]	·	·	·	-34%[9.22 µM]	3%	1%	?
CC1(C)CN(c2cccc(-c3ccnc4ncnn34)c2)C1=O	-23%[10 µM]	?	1%	?	-3%	?	6%	5%
CC(=O)N/C(=C/c1ccccc1)C(=O)NCCO	3%	7%	0%	7%	3%	3%	3%	-1%
CC(=O)c1c(N2CCCCC2)nc(=O)n(-c2ccccc2)c1C	12%[10 µM]	2%	-6%	-14%	-10%	9%	-1%	3%
Cc1c(Br)c(O)c(Br)c2sc(=O)oc12	17%[10 µM]	?	11µM*	·	-3%[9.22 µM]	32µM*	?	?
O=C(CCCn1c(=O)[nH]c2cc(Cl)ccc2c1=O)NCCCN1CCN(c2ccc(F)cc2)CC1	23%	-2%	-15%	-40%[inhibitor]	-9%	5%	3%	-15%
COC(=O)C(C)Sc1nnc(Cc2cc(=O)[nH]c(=O)[nH]2)n1-c1ccc(OC)cc1 (stereo not given)	-2%	7%	-3%	-5%	5%	-3%	-4%	0%
Cc1ccc(C)c(Nc2ncnc(N)c2[N+](=O)[O-])c1	·	3%	8%	7%	8%	-3%	-1%	4%
O=S(=O)(Cc1ccccc1)c1cnc2ccccc2n1	32%	?	?	27%	?	-4%	1%	-11%

Complete entries, quoted from the list. Values in the order: HTT cytoprotect, ALDH1A1 block, Tau ThT inhib, SMN2 splice enh, HttQ103 aggreg, JMJD2E inh, Tau fibril FP, Tau fluor cs
`COC(=O)c1ccccc1S(=O)(=O)N(Cc1ccco1)Cc1cc2cc(OC)ccc2[nH]c1=O` as listed: -28%[10 µM], ?, -13%, 8%, 18%, ?, 4%, -12%
`COc1ccc(-c2c(C(F)(F)F)nn(C)c2NC(=O)c2ccco2)cc1` as listed: -8%[10 µM], ·, ·, ·, -34%[9.22 µM], 3%, 1%, ?

Some of the compounds tested. The share of hits here may be higher or lower than overall.
